Screening data from PubChem BioAssay.
PTAP TSG101 blk – blocks PTAP/TSG101 interaction to inhibit HIV-1 budding | Q99816 | Fluorescence polarization, FITC-PTAP peptide / Tsg101 binding | Potency, µM (doses to about 115 µM), for the others: at the top dose activity change, negative = inhibition, actives largely listed as inhibitors | 340,000 tested, under 10 active; active = well fitted inhibition curve with a large enough effect in the main read-out, with a control signal flat, not every such curve was filed as active; inconclusive = small, poorly fitted or top-dose-only effect, or effect the other way, or a change in a side signal; inactive = no such curve, though single readings can be large or run the other way; also: potency is read from the fitted curve at half-maximal effect; % of control where 0% means no effect
Target sequence (Q99816 whole entry, looked up): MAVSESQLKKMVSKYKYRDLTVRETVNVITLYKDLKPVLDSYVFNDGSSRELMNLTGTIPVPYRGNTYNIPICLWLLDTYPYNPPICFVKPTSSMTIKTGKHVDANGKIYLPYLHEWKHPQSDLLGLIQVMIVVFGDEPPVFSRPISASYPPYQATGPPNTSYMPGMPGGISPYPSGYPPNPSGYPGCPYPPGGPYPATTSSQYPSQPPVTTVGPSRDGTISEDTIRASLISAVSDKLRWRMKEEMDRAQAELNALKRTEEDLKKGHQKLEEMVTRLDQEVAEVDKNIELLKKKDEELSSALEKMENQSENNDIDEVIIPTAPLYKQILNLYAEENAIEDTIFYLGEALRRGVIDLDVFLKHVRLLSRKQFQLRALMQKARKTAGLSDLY
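FP read-out: FITC-PTAP peptide, 50 nM final, binding Tsg101 binding domain, 10 uM final; 20 min, r.t.; 10 mM HEPES pH 7.5, 0.15 M NaCl, 0.01% Tween 20, 3 mM EDTA, 0.1 mM TCEP.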
Eya2 phos inh – Eya2 (human) phosphatase inhibition; O00167; recombinant Eya2, OMFP fluorescence dephosphorylation (OMFP is methylfluorescein phosphate); Potency, µM (series often up to 76.9 µM), without a hit: at the highest dose activity, negative = inhibition, most hits filed as inhibitors; 330,000 compounds, 0.006% hits; AID 488837; also: potency is read from the fitted curve at half-maximal effect; % is scaled to controls: 0 for no effect and ±100 for the full control effect
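Eya2 (0.2 uM) preincubated 10 min at ambient with compound, then OMFP substrate added at 50 uM; 10 min reaction in 50 mM HEPES pH 7.5, 50 mM NaCl, 5 uM MgCl2, 0.05% BSA, 1 mM DTT. Fluorescence read at Ex 485/Em 525 nm.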
USP2a block – blocks human ubiquitin-specific protease USP2a; O75604; USP2 core, Ub-CHOP2 coupled fluorogenic reporter, 485/531; Potency, µM (series often up to 38.3 µM), for inactives: top-dose activity change, negative = inhibition, actives largely listed as inhibitors; 330,000 compounds, 0.01% hits; AID 463254;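 also: potency is read from the fitted curve at half-maximal effect; plate controls were DMSO wells for no effect and full inhibition by NEM control for full effect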
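Cell-free coupled assay: 10nM USP2 core preincubated 30min RT with compound in Tris-HCl pH 8.0/CaCl2/CHAPS buffer, then 25nM Ub-CHOP2 and 25nM reporter substrate; fluorescence (Ex 485/Em 531) read after 60min RT, normalized to NEM inhibition, concentration-response curves fitted.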
TSHR antagonist – human thyrotropin receptor antagonism; P16473; TSHR-expressing cells, TSH-stimulated cAMP HTRF, 2 h; stronger effect = lower value; activity change, negative = inhibition, % at 11.5 µM; 330,000 compounds, 0.2% hits; AID 504810;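 active = activity change below a set negative limit, meaning inhibition stronger than a set level, cut at about -70% in these data; inconclusive = activity change between two set negative limits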; also: % is scaled to controls: 0 for no effect and ±100 for the full control effect
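Competitive HTRF cAMP read-out (cryptate anti-cAMP antibody, cAMP-d2; 30 min, room temperature) in freshly harvested TSHR cells. Compounds added before TSH at EC80 (4nM final), followed by 2 hours' incubation at 37 deg C.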
Mito fusion act – blocks mitochondrial division or promotes mitochondrial fusion | S. cerevisiae fusion-defective mutant growth rescue, CellTiterGlo 48 h | Potency, µM (titrated, usually from 46.1 µM), inactives show top-dose growth rescue (activation), usual class: activators | 320,000 compounds, 0.23% hits;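 also: potency is read from the fitted curve at half-maximal effect; % of control where 0% means no effect; nearly all actives have a fitted effect of over 45% in size; temperature-sensitive fusion mutants such as fzo1-1 at 37 °C on non-fermentable ethanol glycerol medium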
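Compounds are tested for their ability to restore growth of mitochondrial fusion-defective yeast strains at non-permissive 37C in YPEG medium over 48 hours. Viability is quantified by luciferase luminescence.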
ELG1 DNA repair – inhibitors of ELG1-dependent DNA repair in HEK293T cells; HEK293T ELG1-luciferase reporter, luminescence, 16 h; DNA damage induced by 5-fluorouridine; Potency, µM (top dose mostly 46.1 µM), without a hit: top-dose activity change, negative = inhibition, hits mostly inhibitors; 330,000 compounds, 2.3% hits; also: potency is read from the fitted curve at half-maximal effect; % is scaled to controls: 0 for no effect and ±100 for the full control effect; nearly all actives have a fitted effect of over 55% in size
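Overnight (16 hr) co-exposure of 2,000 cells/well to 5-fluorouridine and compound at 37 °C preceded detection. Luciferase was quantified via ONE-Glo luminescence; loss of signal denotes inhibition.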
Chronic BCR inh – inhibitors of chronic active B-cell receptor signaling; 340,000 compounds, 0.05% hits; Potency, µM (series often up to 46.1 µM), for the others: at the top dose ratio change, negative = lower green/red ratio, actives largely listed as inhibitors; ABC-DLBCL IkBa-CBG/CBR reporter, luminescence ratio, 4 h; active = well fitted inhibition curve with a large enough effect in the signal ratio, with a control signal flat, not every such curve was filed as active; inconclusive = small, poorly fitted or top-dose-only effect, or effect the other way, or a change in a side signal; the % refers to the signal ratio;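 also: potency is read from the fitted curve at half-maximal effect; plate controls were basal doxycycline-induced cells for no effect and cells given 10 µM MG132 for full effect; MG132 reads +100%, hits lower the ratio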
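Compounds up to 46 uM were incubated four hours with TMD8 cells whose green CBG68 luciferase is fused to IkappaBalpha; red CBR luminescence normalised the signal, and concentration-effect curves were fitted to fusion, red and ratio data.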
B2AR arrestin – agonists driving beta-arrestin recruitment to human beta2-adrenergic receptor; Potency, µM (highest dose often 46.1 µM), for the others: top-dose activation, hits mostly activators; beta-arrestin recruitment to beta2AR, cell-based reporter; 330,000 compounds, 0.02% hits;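 also: potency is read from the fitted curve at half-maximal effect; 0% = DMSO controls and full agonism = EC100 isoproterenol or metaproterenol; nearly all actives have a fitted effect of over 65% in size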
Target sequence (P07550 whole entry, looked up): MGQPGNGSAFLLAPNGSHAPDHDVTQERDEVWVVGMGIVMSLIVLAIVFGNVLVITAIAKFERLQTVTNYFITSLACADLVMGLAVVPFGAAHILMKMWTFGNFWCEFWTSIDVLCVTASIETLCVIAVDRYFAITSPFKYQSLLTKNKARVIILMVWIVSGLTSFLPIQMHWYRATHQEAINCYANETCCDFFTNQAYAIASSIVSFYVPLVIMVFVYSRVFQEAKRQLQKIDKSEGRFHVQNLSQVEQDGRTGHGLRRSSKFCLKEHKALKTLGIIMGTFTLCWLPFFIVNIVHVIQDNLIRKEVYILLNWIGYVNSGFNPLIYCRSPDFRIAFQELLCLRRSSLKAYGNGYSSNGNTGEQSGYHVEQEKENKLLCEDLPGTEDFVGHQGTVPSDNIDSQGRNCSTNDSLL
Tb PFK inh – T. brucei PFK enzyme inhibition. T. brucei PFK, ADP-Glo luminescence. Potency, µM (doses to about 57.5 µM), for the others: at the highest dose activity, negative = inhibition, usual class: inhibitors. 330,000 compounds, 0.17% hits. AID 485367;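 also: potency is read from the fitted curve at half-maximal effect; 0% = uninhibited 1x PFK enzyme wells and -100% = no-enzyme wells; nearly all actives have a fitted effect of over 60% in size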
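Compounds were pin-transferred as a titration series up to 57 uM into substrate buffer (0.5 mM F6P, 0.1 mM ATP, pH 8.0), then 1.25 nM PFK was added and reactions ran 45 min before ADP-Glo detection.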
TCR act – activators of T cell receptors; primary human leukocytes, anti-CD3, IL-2 HTRF, 48 h; Potency, µM (doses to about 9.22 µM), without a hit: at the highest dose activation of IL-2 secretion, hits mostly activators; 330,000 tested, under 10 active; AID 504894; also: % of control where 0% means no effect
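Compounds are tested in HTS on primary human leukocytes co-incubated with a-CD3 beads for 48 hr. IL-2 output is measured by time-resolved FRET.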
uPA surface inh – inhibitors of cell surface uPA generation. 330,000 compounds, 0.31% hits. Potency, µM (highest dose often 38.3 µM), without a hit: at the top dose activity change, negative = inhibition, most hits filed as inhibitors. cell surface uPA generation assay, qHTS; active = well fitted inhibition curve with a large enough effect; inconclusive = small, poorly fitted or top-dose-only effect; inactive = no such curve, though single readings can be large or run the other way; tested in mouse RAW 264.7 cells; also: potency is read from the fitted curve at half-maximal effect; % is scaled to controls: 0 for no effect and ±100 for the full control effect; nearly all actives have a fitted effect of over 55% in size
* marks the source's active call; other numbers are inactive results; ? = inconclusive; . = not tested or not shown; [ ] = another dose, or the depositor's remark. Unless noted, calls follow the shape of the dose curve; as a rule, active = well fitted curve in the direction sought with a large enough effect; inconclusive = small, poorly fitted or top-dose-only effect, or another doubt; inactive = no such curve, though single readings can be large; an effect the other way counts as inactive or inconclusive.

[1] O=C(c1c[nH]c2ccccc2c1=O)N1CCCCCC1
[2] COc1ccc(C(=O)NCC(c2cccnc2)N2CCN(c3ccccc3OC)CC2)cc1OC (configuration not stated)
[3] CC1CCC(NC(=O)CNC(=O)c2cccs2)CC1 (configuration not stated)
[4] O=C(CCn1cccc1)NCc1ccc2c(c1)OCO2
[5] Cc1ccc(-n2nnnc2SCC(=O)Nc2ncc(Cc3ccccc3Cl)s2)cc1
[6] O=C(COc1ccc(Cl)cc1)Nc1ccccc1N1CCOCC1
[7] O=C(CS(=O)(=O)c1ccc(Cl)cc1)NCc1ccccc1
[8] Cc1cc(NC(=O)COC(=O)c2ccccc2[N+](=O)[O-])no1
[9] CC1=C(C#N)C(NC(=O)C2CCCCC2)(C(F)(F)F)C(=O)N1 (configuration not stated)
[10] O=C(Nc1nc2ccccc2s1)C1c2ccccc2Oc2ccccc21

assay / entry	1	2	3	4	5	6	7	8	9	10
PTAP TSG101 blk	-1%	-5%	-6%	-9%	-1%	.	-3%	1%	-2%	-2%
Eya2 phos inh	-4%	-24%	4%	-10%	-4%	-6%	9%	5%	5%	0%
USP2a block	2%	0%	-1%	1%	4%	3%	3%	3%	0%	-2%
TSHR antagonist	3	-8	-35	-16	3	-19	-3	-4	8	-23
Mito fusion act	1%	-2%	1%	1%	-4%	-2%	-5%	?	1%	?
ELG1 DNA repair	-22%	-19%	?	10%	?	?	4%	-6%	-4%	10%
Chronic BCR inh	1%	-2%	1%	3%	19%	12%	0%	2%	-1%	?
B2AR arrestin	-0.1%	0.5%	-0.5%	-0.3%	-0.7%	-0.2%	-0.3%	-0.3%	0.2%	-1.0%
Tb PFK inh	1%	-2%	-2%	?	1%	2%	0%	-6%	2%	-1%
TCR act	8%	1%	-1%	2%	-1%[46.1 µM]	.	-7%	0%	.	4%[46.1 µM]
uPA surface inh	8%	-2%	-2%	8%	2%	.	0%	-3%	.	-2%

Quoted at random: two records from the list
[4] O=C(CCn1cccc1)NCc1ccc2c(c1)OCO2
[10] O=C(Nc1nc2ccccc2s1)C1c2ccccc2Oc2ccccc21

assay / entry	4	10
PTAP TSG101 blk	-9%	-2%
Eya2 phos inh	-10%	0%
USP2a block	1%	-2%
TSHR antagonist	-16	-23
Mito fusion act	1%	?
ELG1 DNA repair	10%	10%
Chronic BCR inh	3%	?
B2AR arrestin	-0.3%	-1.0%
Tb PFK inh	?	-1%
TCR act	2%	4%[46.1 µM]
uPA surface inh	8%	-2%

Next part.
[11] Cc1ccc(C)c(S(=O)(=O)/N=C(/Nc2ccccc2)c2ccccc2)c1
[12] Cc1cccn2c(CN3CCSCC3)c(C(=O)N3CCOCC3)nc12
[13] CCN(CC)S(=O)(=O)c1ccc(N2CCOCC2)c(NC(=O)CNCCc2ccccc2)c1
[14] O=C(COc1ccccc1Cl)N1CCN(c2ccc([N+](=O)[O-])c(N3CCCCC3)c2)CC1
[15] Cc1ccc(N/C=C/C(=O)c2cccs2)cc1C
[16] Cc1cc(OCCN2CCOCC2)ccc1Cl

assay / entry	11	12	13	14	15	16
PTAP TSG101 blk	-1%	0%	-2%	-11%	2%	-6%
Eya2 phos inh	-21%	6%	-7%	0%	7%	7%
USP2a block	1%	1%	8%	-7%	2%	1%
TSHR antagonist	-25	1	-2	-17	5	-6
Mito fusion act	.	0%	5%	6%	-10%	-1%
ELG1 DNA repair	?	-3%	?	?	?	?
Chronic BCR inh	?	2%	2%	3%	?	-1%
B2AR arrestin	2.4%	-0.7%	-1.4%	-1.1%	0.4%	4.9%
Tb PFK inh	0%	-3%	-2%	6%	-1%	4%
TCR act	-4%[46.1 µM]	-9%	0%	5%	-7%	7%
uPA surface inh	2%	-2%	-18%	4%	-14%	-4%

Ordered by count of non-hydrogen atoms (falling): some entries from above
[2] COc1ccc(C(=O)NCC(c2cccnc2)N2CCN(c3ccccc3OC)CC2)cc1OC (configuration not stated)
[13] CCN(CC)S(=O)(=O)c1ccc(N2CCOCC2)c(NC(=O)CNCCc2ccccc2)c1
[14] O=C(COc1ccccc1Cl)N1CCN(c2ccc([N+](=O)[O-])c(N3CCCCC3)c2)CC1
[5] Cc1ccc(-n2nnnc2SCC(=O)Nc2ncc(Cc3ccccc3Cl)s2)cc1
[10] O=C(Nc1nc2ccccc2s1)C1c2ccccc2Oc2ccccc21
[12] Cc1cccn2c(CN3CCSCC3)c(C(=O)N3CCOCC3)nc12
[9] CC1=C(C#N)C(NC(=O)C2CCCCC2)(C(F)(F)F)C(=O)N1 (configuration not stated)
[7] O=C(CS(=O)(=O)c1ccc(Cl)cc1)NCc1ccccc1
[4] O=C(CCn1cccc1)NCc1ccc2c(c1)OCO2
[3] CC1CCC(NC(=O)CNC(=O)c2cccs2)CC1 (configuration not stated)
[15] Cc1ccc(N/C=C/C(=O)c2cccs2)cc1C
[16] Cc1cc(OCCN2CCOCC2)ccc1Cl

assay / entry	2	13	14	5	10	12	9	7	4	3	15	16
PTAP TSG101 blk	-5%	-2%	-11%	-1%	-2%	0%	-2%	-3%	-9%	-6%	2%	-6%
Eya2 phos inh	-24%	-7%	0%	-4%	0%	6%	5%	9%	-10%	4%	7%	7%
USP2a block	0%	8%	-7%	4%	-2%	1%	0%	3%	1%	-1%	2%	1%
TSHR antagonist	-8	-2	-17	3	-23	1	8	-3	-16	-35	5	-6
Mito fusion act	-2%	5%	6%	-4%	?	0%	1%	-5%	1%	1%	-10%	-1%
ELG1 DNA repair	-19%	?	?	?	10%	-3%	-4%	4%	10%	?	?	?
Chronic BCR inh	-2%	2%	3%	19%	?	2%	-1%	0%	3%	1%	?	-1%
B2AR arrestin	0.5%	-1.4%	-1.1%	-0.7%	-1.0%	-0.7%	0.2%	-0.3%	-0.3%	-0.5%	0.4%	4.9%
Tb PFK inh	-2%	-2%	6%	1%	-1%	-3%	2%	0%	?	-2%	-1%	4%
TCR act	1%	0%	5%	-1%[46.1 µM]	4%[46.1 µM]	-9%	.	-7%	2%	-1%	-7%	7%
uPA surface inh	-2%	-18%	4%	2%	-2%	-2%	.	0%	8%	-2%	-14%	-4%
